# Source: PubChem (National Center for Advancing Translational Sciences (NCATS))
# Lipid storage S3 – qHTS Assay for Lipid Storage Modulators in Drosophila S3 Cells; lipid storage change, negative = inhibition, % at the top dose, mostly 46.1 µM; hits show Potency in µM; Drosophila S3 cells, BODIPY lipid droplet fluorescence, 18-24 h; cells fed with added oleic acid; actives 0.64% (n = 320,000); AID 2685, 2010; active means well fitted inhibition curve with a large enough effect in the signal ratio, with a control signal flat, not every such curve was filed as active; inconclusive means small, poorly fitted or top-dose-only effect, or effect the other way, or a change in a side signal; the % refers to the signal ratio
#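 Laser-scanning cytometry quantifies lipid droplet accumulation (500–530 nm total intensity; droplet/cell object ratio) in oleic acid-fed (400 uM added) Drosophila S3 cells treated with a concentration series. 20 uM Triacsin C defined 100% inhibition.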
# Lipid storage S3 cell count max – further read-out of Lipid storage S3, marked with its call; cell number change, %; measured here: cell count max response;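 cells counted by Cell Tracker Red CMTPX staining in the red channel; peak over a dose series mostly up to 46.1 µM; percent activity relative to internal control wells on each plate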
# Starred values were filed as active, the others as inactive; i = inactive; ? = inconclusive; · = not tested or not shown; [ ] = another dose, or the depositor's remark. On the % scale 0 is the no-effect control and ±100 the full control effect; potency means the concentration at half of the fitted maximal effect. The list is partial, so the mix of outcomes need not match the whole.
SMILES	Lipid storage S3	Lipid storage S3 cell count max
Cc1cc(C)nc(-n2nc(C)c(C3(O)C(=O)Nc4ccccc43)c2N)n1 (stereo not given)	19%	-5
Cc1cc(C)n2nc(C(=O)OCCOc3ccc(Br)cc3)nc2n1	9%	3
COC(=O)c1cc(N2CCN(C)CC2)nc2ccccc12	?	·
COc1cc(CNC2CCCC2)c(Br)cc1OC1CCCC1	?	·
CCCn1cc(S(=O)(=O)c2ccccc2)c(=O)c2cc(CC)ccc21	i	17
CCn1cc(C(=O)O)c(=O)c2cnc(N3CCN(C(=S)NC(=O)c4ccc(Cl)cc4)CC3)nc21	-10%	-2
COc1ccc(/C=N/NC(=O)c2ccc(Cl)cc2)cc1Cn1cc(Cl)cn1	-17%	-16
COc1ccccc1N(CC(=O)NCCSCc1ccccc1)S(C)(=O)=O	-6%	·
CC(Oc1cc2oc(=O)c3c(c2cc1Cl)CCC3)C(=O)NCCCn1ccnc1 (stereo not given)	i	-21
Cc1cnn(-c2nc(-c3cccs3)cc(C(F)(F)F)n2)c1	?	·

# Another view of six compounds above.
# Values run as follows: Lipid storage S3, Lipid storage S3 cell count max
> COc1cc(CNC2CCCC2)c(Br)cc1OC1CCCC1
 : ?, ·
> CCn1cc(C(=O)O)c(=O)c2cnc(N3CCN(C(=S)NC(=O)c4ccc(Cl)cc4)CC3)nc21
 : -10%, -2
> CCCn1cc(S(=O)(=O)c2ccccc2)c(=O)c2cc(CC)ccc21
 : i, 17
> Cc1cnn(-c2nc(-c3cccs3)cc(C(F)(F)F)n2)c1
 : ?, ·
> COc1ccccc1N(CC(=O)NCCSCc1ccccc1)S(C)(=O)=O
 : -6%, ·
> Cc1cc(C)n2nc(C(=O)OCCOc3ccc(Br)cc3)nc2n1
 : 9%, 3

# (list continues)
SMILES	Lipid storage S3	Lipid storage S3 cell count max
O=C(O)[C@@H]1CC(O)CN1C(=O)CCc1c[nH]c2ccccc12 (stereo not given in full)	23%	13
COc1cccc(CN2CCN(c3ncccn3)CC2)c1OC	-5%	15
COc1ccc(CCNC(=O)C2CC(c3c(Cl)cccc3Cl)=NO2)cc1 (stereo not given)	-4%	-19
CCC(c1nnc(SCC(=O)NCCc2ccc(OC)c(OC)c2)n1Cc1ccccc1)N(C)C (stereo not given)	i	·
COCC(C)NC(=S)N1CCN(c2ccccc2Cl)CC1 (stereo not given)	?	·
CCOC(=O)CN1C(=O)C(O)(CC(=O)c2ccccn2)c2ccccc21 (stereo not given)	0%[9.22 µM]	-17
O=c1[nH]nnc2sc3c(c12)CCCC3	0%	9
CCOC(=O)c1sc(NC(C)=O)cc1C	?	·
COc1ccc(NC(=O)CN(C)CC(=O)Nc2ccccc2SC)cc1Cl	0%	-4
COc1ccc(-n2c(C)nc3cc(C(=O)NCc4ccc5c(c4)OCO5)ccc32)cc1	?	·
Cc1ccc(-c2noc(CCC(=O)NC3CCN(Cc4ccccc4)CC3)n2)cc1	?	·
CCN(CC)C(=O)CSc1nnc(-c2ccccc2)o1	i	·
CCOC(=O)N1CCN(C(=O)COc2cccc3c2CCN(Cc2ccccc2F)C3=O)CC1	?	·
COc1ccccc1NC(=O)CCc1nnc2ccc(N3CCN(C)CC3)nn12	?	·
Cc1cc(C)c2nc(C(F)(F)F)c(C#N)c(N)c2c1	?	·
CCc1ccc(NC(=O)CCCN2C(=O)C3CC=CCC3C2=O)cc1 (stereo not given)	?	·
Cc1ccc(-c2nnn(CC(=O)N(Cc3ccco3)C(C(=O)NC3CCCC3)c3cccs3)n2)o1 (stereo not given)	-7%	-17
CC1=CC2=NC(=O)/C(=C\c3cccn3CCOc3ccc(C)c(C)c3)C(=N)N2O1	?	·
CCn1cc([N+](=O)[O-])c(C(=O)N2N=C(c3ccc4ccccc4c3)CC2c2cc(Br)ccc2O)n1 (stereo not given)	?	·
Cc1ccccc1Nc1nc(N)nc(CSc2n[nH]c(N)n2)n1	1%	3
COc1ccc2c(c1)cc(C(=O)N[C@H](C(=O)N1CCC(C(=O)O)CC1)C(C)C)n2C	?	·
Cc1ccc(C(=O)NCC(=O)N2CCC3(CC2)NCCc2[nH]cnc23)cc1C	?	·
CCCCCCNc1cc2n(c(=O)n1)CCc1cc(OC)c(OC)cc1-2	?	·
Cn1cnc(S(=O)(=O)N2CCN(c3cccc(Cl)c3)CC2)c1	?	·
Cc1ccc(Nc2nc(C(=O)N3CCC(C(=O)NCc4ccccc4)CC3)cs2)cc1	?	·
CCCCNC(=O)c1cc2cc(OC)ccc2[nH]1	-3%	21
CN(C)S(=O)(=O)c1ccc(NC(=O)CN2CCCCCC2)cc1	i	21
Cc1ccc(NC2=C(Cl)C(=O)OC2OC(=O)c2ccco2)cc1 (stereo not given)	?	·
O=C(NC1CCCc2ccccc21)C(Cc1ccccc1)NS(=O)(=O)c1cccs1 (stereo not given)	0%	-9
CCC1(c2ccc(F)cc2)NC(=O)N(CC(=O)Nc2cccc(S(=O)(=O)N3CCCCC3)c2)C1=O (stereo not given)	?	·
CCN(CC(=O)NCc1ccc(Cl)cc1)C(=O)CSc1ccccc1F	?	·
COc1ccc2oc(=O)c(C(=O)NCc3ccc4c(c3)OCO4)cc2c1	6%	7
CN(C(=S)NC(=O)c1ccc(Br)o1)c1ccccc1	-1%	-13
COc1cc(OC)cc(C(=O)Nc2ccc3c(c2)COC3=O)c1	?	·
COc1ccc(OC(=O)CCN2C(=O)C3C4C=CC(C4)C3C2=O)cc1 (stereo not given)	?	·
COc1ccc(NC(=O)C2CCCN2C(=O)NCc2ccccc2)cc1 (stereo not given)	?	·
COc1ccc(C2C(=O)N(C3CCCCC3)CC(=O)N2CC2COc3ccccc3O2)cc1 (stereo not given)	10%	17
Fc1cccc2sc(Nc3nc4c(F)cccc4s3)nc12	?	·
NC(=O)C1CCN(Cc2nc3c(Br)cc(Br)cc3c(=O)[nH]2)CC1	?	·
COc1cc(/C=C/C(=O)N2CCN(c3n[nH]c(=O)[nH]c3=O)CC2)cc(OC)c1OC	-11%	-14
Cc1c(C(=O)N2CCCC2)sc(NC(=O)c2ccc(Cl)cc2)c1C#N	-20%	-9
CCC(C(=O)OC)n1c(-c2ccccc2)nc2ccccc2c1=O (stereo not given)	-6%	·
COC(=O)CS(=O)(=O)c1cccc2cccnc12	?	·
CCc1ccc(OCC(=O)OC(C)C(=O)NC2CC2)cc1 (stereo not given)	-12%	12
CC(C)(C)c1ccc(C(=O)C2CCCN(C(=O)CCn3cncn3)C2)cc1 (stereo not given)	i	-4
O=c1[nH]c(CSc2nnc(-c3ccco3)n2-c2ccccc2)nc2sc3c(c12)CCC3	?	·
COc1ccccc1N1CC(C(=O)Nc2ccc3c(c2)OCO3)CC1=O (stereo not given)	?	·
Cc1ccc(-n2c(N)c(C#N)c(-c3ccc(Cl)cc3)c(C#N)c2=O)cc1	10%	-18
Cc1ccc(N2CC(C(=O)Nc3cccc(C(=O)NC4CC4)c3)CC2=O)cc1 (stereo not given)	18%	-4
COc1ccc(CCNS(=O)(=O)c2cn(C)c(=O)n(C)c2=O)cc1	i	·

# New compounds follow
SMILES	Lipid storage S3	Lipid storage S3 cell count max
O=C(O)c1cnn(-c2nc(-c3ccc(Cl)cc3)cs2)c1C(F)(F)F	9%	3
Cn1c(=O)c2c(nc(SCc3ccccc3)n2Cc2ccc(Cl)cc2)n(C)c1=O	0%	-10
CCCC12CN3CC(C)(CN(C1)C3c1ccc(OC(C)C)cc1)C2=O (stereo not given)	9%	-12
CCCC1S/C(=N/N=C/c2ccc(OC)cc2)N(Cc2ccccc2)C1=O (stereo not given)	?	·
COc1cc2c3c(c1)c(C1=NC(=S)NC1=O)c(O)n3C(C)(C)C=C2C	?	·
Cc1cc(NC(=O)CN2CCN(S(=O)(=O)c3ccc4ccccc4c3)CC2)no1	?	·
COc1cc(C(=O)NC(=S)Nc2nccs2)cc(OC)c1OC	?	·
Cc1cccc(C(C)C)c1NC(=O)CN1C(=O)NC2(CCc3ccccc32)C1=O (stereo not given)	?	·
COc1cc2c(C#CCCO)c(-c3ccc(C#N)cc3)oc(=O)c2cc1OC	-5%	-19
Cn1cc(CN2CCN(Cc3ccccc3)C(CCO)C2)c(-c2ccccc2)n1 (stereo not given)	9%	10
COc1ccc(CC(=O)NNC(=O)COc2ccc(C)cc2)cc1S(=O)(=O)N1CCOCC1	19%	17
COc1ccc2[nH]c3c(c2c1)CCN1C(=O)N([C@@H](C)C(=O)NCC2CCCO2)C(=O)[C@]31C (stereo not given in full)	i	-2
Oc1ccc(N=Nc2cccc(C(F)(F)F)c2)cc1C=Nc1ccc(N2CCOCC2)cc1	?	·
Cc1ccsc1/C=N/NC(=S)NCCc1ccccc1	?	·
CC1CCN(C(=O)CN(c2ccc3c(c2)OCO3)S(C)(=O)=O)CC1	4%	-2
O=C(Nc1nc2ccccc2s1)c1ccc2c(c1)OCO2	23%	16
COc1ccc2c(c1)CCc1cnc(N)nc1-2	8%	7
CCC1(c2ccc(OC)cc2)NC(=O)N(CC(=O)NC2CCCCC2C)C1=O (stereo not given)	?	·
CCOC(=O)c1sc(=S)n(-c2ccc(Cl)cc2)c1SC	19%	-1
COc1cc2c(cc1OC)C(c1ccccc1)N(C(=O)CCl)CC2 (stereo not given)	16%	9

# In the list so far, four have a furan ring, fused or not:
SMILES	Lipid storage S3	Lipid storage S3 cell count max
Cc1ccc(-c2nnn(CC(=O)N(Cc3ccco3)C(C(=O)NC3CCCC3)c3cccs3)n2)o1 (stereo not given)	-7%	-17
Cc1ccc(NC2=C(Cl)C(=O)OC2OC(=O)c2ccco2)cc1 (stereo not given)	?	·
CN(C(=S)NC(=O)c1ccc(Br)o1)c1ccccc1	-1%	-13
O=c1[nH]c(CSc2nnc(-c3ccco3)n2-c2ccccc2)nc2sc3c(c12)CCC3	?	·

# Next part.
SMILES	Lipid storage S3	Lipid storage S3 cell count max
Cc1ccc(-c2cc(C(=O)OCC(=O)N(C)C3CCS(=O)(=O)C3)c3ccccc3n2)c(C)c1 (stereo not given)	i	·
Cc1ccc(NC2=NCC(=O)N2C2CCCC2)c(C)c1	0%	4
COc1ccccc1C(=O)N=C1NC(=O)CC2C(=O)NCCN12 (stereo not given)	?	·
COc1ccccc1OCC(=O)N1CCCCCCC1	-9%	2
COc1ccc(N(C(=O)Cc2cccs2)C(C(=O)NC2CCCC2)c2ccncc2)cc1 (stereo not given)	?	·
COc1cc(/C=C2\SC(=O)N(CCNC(=O)c3cnc(C)cn3)C2=O)cc(OC)c1OC	6%	8
O=C(Cc1noc2ccccc12)NNC(=S)Nc1ccccc1	4%	11
COc1ccc(C2NC(=O)NC3=C2CCc2ccccc23)cc1 (stereo not given)	?	·
Cc1ccc2nc(SCC(=O)NC3CC3)[nH]c2c1	-4%	-12
COCCC(=O)N1CCC(Oc2ccc(C(=O)N3CCCCCC3)cc2)CC1	i	·
CCN(CC)S(=O)(=O)c1ccc2c(c1)nc(SCC(=O)NCC1CCCO1)n2CC (stereo not given)	?	·
CCOC(=O)N1CCN(C2=CC(=O)OC23CCCCC3)CC1	?	·
CCC(=O)Nn1c(C2CCC2)nc2ccccc2c1=O	?	·
COCCCNC(=O)CS(=O)Cc1nc(-c2cccc(OC)c2)oc1C (stereo not given)	-11%	·
Cc1c(Cl)cccc1NC(=S)N(CCN(C)C)C(C)c1ccccn1 (stereo not given)	2%	8
CCc1c(C(=O)Nc2ccc(OC)c(Cl)c2)[nH]c(C)c1C(C)=O	1%	-12
COc1ccc(C(=O)n2cc(C(=O)c3cc(C)ccc3O)cn2)cc1OC	?	·
O=C(NC1CC1)C1CCN(C(=O)c2ccc(Cl)cc2Cl)CC1	?	·
Cc1cc(C)n2c(SC(C)C(=O)NC3(C#N)CCCCC3)nnc2n1 (stereo not given)	?	·
O=C(CCCC(=O)N1CCN(c2ccccc2F)CC1)N1CCN(c2ccccc2F)CC1	10%	0
COc1cc(CCc2ccc3c(c2)OCO3)oc(=O)c1	?	·
Cc1nn(-c2ccccc2)c(Cl)c1C(=O)NCC(C)c1ccccc1 (stereo not given)	?	·
CCOC(=O)c1nn(-c2ccccc2)c(-c2ccccc2)c1C(=O)c1ccccc1	-6%	1
COc1ccc(-n2c(=S)[nH]c3cc(C(=O)NCc4cccnc4)ccc3c2=O)cc1	?	·
C[C@H](NC(=O)[C@@H]1Cc2ccccc2CN1)C(=O)NC[C@H]1CC[C@H](C(=O)O)CC1	?	·
O=C(NCCCN1CCOCC1)c1ccccc1	21µM*	-23*
O=C(COc1ccc(/C=N/NC(=O)c2ccc(O)cc2)cc1)Nc1ccc([N+](=O)[O-])cc1	?	·
Oc1ccccc1Nc1ccccn1	7%	9
CCC(=O)NC(=S)Nc1cccc(Cl)c1N1CCCC1	?	·
CCOC(=O)N1CCN(Cc2nc3cc([N+](=O)[O-])ccc3n2CC)CC1	?	·
CC(N=C1NS(=O)(=O)c2ccccc21)C(=O)Nc1ccc(F)cc1Cl (stereo not given)	9%	7
O=C1COc2ccc(C(=O)COC(=O)Cn3cnc4ccccc43)cc2N1	15%	7
N#CCSc1nnc(CNc2ccc(F)cc2)o1	-5%	-1
CCN=C(Nc1ccc(Cl)cc1)c1cccnc1	?	·
